Source: PubChem BioAssay (several laboratories)
SUMO1-SIM PPI – modulators of SUMO1 protein-protein interactions, primary screen, biochemical, uHTS | 0.33% of 360,000 active | inhibition, % at 20 µM | SUMO1 binding to a labelled peptide, TR-FRET, 1 h | AID 602429, 2012 | Small ubiquitin-related modifier 1 (Homo sapiens), P63165; in the data active = inhibition above about 37%
DNMT1 block – human DNMT1 methyltransferase inhibitors, primary screen, biochemical, molecular beacon, fluorescence, HinP1I cleavage, uHTS; inhibition (reported as % activation of signal), % at 10 µM; 0.83% of 360,000 active; DNA (cytosine-5)-methyltransferase 1 (Homo sapiens), P26358; in the data active = inhibition above about 50%
Scp-1 inhibitor – Scp-1 phosphatase inhibitors, primary screen, biochemical, colorimetric, uHTS. Recombinant Scp1, phosphopeptide, malachite green phosphate absorbance. inhibition, % at 20 µM. 0.88% of 340,000 active. AID 493091, 2011;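 active = inhibition above about 50% at 20 µM, limit read from the data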;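 also: plate controls were DMSO wells with enzyme for no effect and wells lacking enzyme for full effect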
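Test system – truncated SCP-1 phosphatase (76-261aa) · Reagent – Phosphorylated 17-residue peptide substrate · Incubation – 45 min room-temperature reaction, 5 min colour, 30 min stabiliser · Detection – colorimetric phosphate reagent with accelerator and stabiliser, absorbance at 630 nm · Measure – % inhibition at 20 µM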
NadD block – inhibitors of S. aureus NadD, primary screen, biochemical, colorimetric, uHTS | 0.78% of 360,000 active | Nicotinate-nucleotide adenylyltransferase NadD (Staphylococcus aureus N315) | AID 602399, 2012 | inhibition, % at 20 µM | purified NadD enzyme, colorimetric absorbance read-out; in the data active = inhibition above about 26%; also: some compounds past the cut are filed as inactive
Neddylation inh – inhibitors of cullin neddylation, primary screen, biochemical, TR-FRET, uHTS, NAE and Ubc12. calls only at 25 µM. 0.58% of 360,000 active. AID 651699, 2012; in the data active = inhibition above about 36%
STEP block – STEP phosphatase inhibitors, primary screen, biochemical, fluorescence intensity, uHTS; Tyrosine-protein phosphatase non-receptor type 5 (Homo sapiens), P54829; recombinant STEP, OMFP fluorogenic substrate; 0.25% of 360,000 active; inhibition, % at 20 µM; AID 588621, 2011;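 active = inhibition at 20 µM, scaled per plate between control wells, above about 37%, limit read from the data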;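 also: 0% = DMSO with enzyme and substrate and 100% = substrate only without enzyme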
Target sequence (P54829 whole entry, looked up): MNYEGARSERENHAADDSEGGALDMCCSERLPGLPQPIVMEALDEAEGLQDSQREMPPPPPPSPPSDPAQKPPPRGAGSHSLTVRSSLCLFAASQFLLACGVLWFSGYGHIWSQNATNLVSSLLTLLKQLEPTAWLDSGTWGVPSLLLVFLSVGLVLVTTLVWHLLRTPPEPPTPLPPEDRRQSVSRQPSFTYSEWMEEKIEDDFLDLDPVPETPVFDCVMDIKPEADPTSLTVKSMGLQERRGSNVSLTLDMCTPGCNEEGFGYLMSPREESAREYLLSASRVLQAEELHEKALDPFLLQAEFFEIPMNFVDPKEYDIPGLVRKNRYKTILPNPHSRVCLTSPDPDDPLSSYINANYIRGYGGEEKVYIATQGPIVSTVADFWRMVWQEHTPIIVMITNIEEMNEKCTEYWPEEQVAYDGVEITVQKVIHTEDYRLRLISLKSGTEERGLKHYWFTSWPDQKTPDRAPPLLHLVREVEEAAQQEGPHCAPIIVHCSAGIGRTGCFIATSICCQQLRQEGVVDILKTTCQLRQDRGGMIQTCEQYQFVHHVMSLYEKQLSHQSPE
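Test system: STEP tyrosine phosphatase / Reagent: OMFP at 25 µM / Doses: 20 µM, 1% DMSO / Read-out: percent inhibition scaled to no-enzyme and uninhibited-enzyme controls, plate-pattern corrected / Detection: FITC-channel fluorescence of OMFP product / Medium: Bis-Tris buffer pH 6.0, 2.5 mM DTT, 0.005% Tween 20 / Schedule: 20 min at room temperature, dark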
CSN inh – inhibitors of CSN-mediated cullin deneddylation, primary screen, biochemical, fluorescence polarization, uHTS. 0.38% of 360,000 active. Purified CSN, SCF-Nedd8-OG deneddylation. COP9 signalosome complex subunit 5 (Homo sapiens), Q92905. inhibition, % at 12.5 µM;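 active = pattern-corrected inhibition above about 35%, with an unprinted fluorescence ratio check between 0.5 and 1.5, limit read from the data, passing the limit was not always enough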;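 also: 0% = enzyme with substrate and 100% = substrate without enzyme; some results filed as inactive read as strong as hits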
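test system = HEK293T-derived human Csn5 enzyme | amount = 0.24 nM Csn5 enzyme, final concentration | medium = Tris/NaCl/DTT buffer, pH 7.5 | schedule = 90 min reaction at room temperature | signal = FP | evaluation = inhibition of Csn5 cleavage, % | compound dosing = single dose of 12.5 µM compound with 0.25% DMSO | probe or stimulus = 10 nM SCFSkp2-Nedd8OG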
LMPTP inh – LMPTP phosphatase inhibitors, primary screen, biochemical, fluorescence intensity, uHTS; recombinant LMPTP-A, OMFP fluorogenic substrate; 0.22% of 360,000 active; Low molecular weight phosphotyrosine protein phosphatase (Homo sapiens), P24666; inhibition, % at 20 µM;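 active = compounds that cut the enzyme signal by at least half of the control window in the single-dose screen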;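 also: plate controls were DMSO wells with enzyme plus substrate for no effect and substrate without enzyme for full effect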
Target sequence (P24666 whole entry, looked up): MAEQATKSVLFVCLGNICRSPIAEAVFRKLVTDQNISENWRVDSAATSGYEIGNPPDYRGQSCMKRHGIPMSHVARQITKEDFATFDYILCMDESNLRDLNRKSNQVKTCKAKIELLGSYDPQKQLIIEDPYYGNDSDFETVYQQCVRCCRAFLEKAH
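Assay system: LMPTP-A, protein tyrosine phosphatase of low molecular weight / Medium: pH 6.0 Bis-Tris buffer with DTT and Triton X-100 / Schedule: 50 min enzyme reaction at room temperature, protected from light / Measured by: endpoint fluorescence intensity from OMFP dephosphorylation / Read-out basis: % inhibition relative to no-enzyme and uninhibited control wells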
Rpn11 block – Rpn11 (PSMD14) deubiquitinase inhibitors, primary screen, biochemical, fluorescence polarization, uHTS; 26S proteasome non-ATPase regulatory subunit 14 (Homo sapiens), O00487; human 26S proteasome, Ub4-pepOG fluorescence polarization; 20S core pre-blocked with epoxomicin; calls only at 20 µM; 0.59% of 360,000 active; AID 588493, 2011;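 active = inhibition at 20 µM, scaled to each plate's controls, above about 33%, limit read from the data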
Target sequence (O00487 whole entry, looked up): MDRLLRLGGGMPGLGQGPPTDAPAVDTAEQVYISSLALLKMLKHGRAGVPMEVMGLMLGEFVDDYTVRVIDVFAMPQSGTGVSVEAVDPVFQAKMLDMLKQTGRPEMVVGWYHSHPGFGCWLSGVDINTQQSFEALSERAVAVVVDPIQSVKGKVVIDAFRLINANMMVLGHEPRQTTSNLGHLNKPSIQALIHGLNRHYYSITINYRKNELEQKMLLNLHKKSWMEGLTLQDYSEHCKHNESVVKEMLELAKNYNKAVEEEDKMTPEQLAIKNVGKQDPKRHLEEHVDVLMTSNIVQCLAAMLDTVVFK
Rin1-Abl PPI inh – inhibitors of Rin1-Abl protein binding, primary screen, biochemical, TR-FRET; Tyrosine-protein kinase ABL1 (Homo sapiens) + Ras and Rab interactor 1 (Homo sapiens), …; inhibition, % at 7.35 µM; 0.4% of 360,000 active; in the data active = inhibition above about 5%, passing the limit was not always enough
The depositor's hits bear a star; i = inactive; . = no result given; + = active, no number.

SMILES | SUMO1-SIM PPI | DNMT1 block | Scp-1 inhibitor | NadD block | Neddylation inh | STEP block | CSN inh | LMPTP inh | Rpn11 block | Rin1-Abl PPI inh
O=c1[nH]c(S)c(/C=C2\C=Nc3ccccc32)s1 | -32 | -12 | -11 | 4 | i | 9 | -1 | 6.7 | i | -1
Cc1cccc(NC(=O)CN2C(=O)N/C(=C/c3ccc(C)s3)C2=O)c1 | -9 | 1 | 6 | 8 | i | -4 | 24 | -0.2 | . | -1
CC(=O)N1CCC(N2CCN(Cc3ccc(C)cc3)C(CCO)C2)CC1 (configuration not stated) | 4 | -1 | -9 | -3 | i | 0 | -12 | -1.4 | i | 1
Cn1c(COc2ccccc2)nnc1SCC(=O)c1cccc([N+](=O)[O-])c1 | -31 | -1 | -1 | 7 | i | 0 | 1 | -1.1 | i | 1
CCCCCOC(=O)C1=C(C)Nc2nnnn2C1c1ccc(OC)c(OC)c1OC (configuration not stated) | -2 | -1 | -10 | -3 | i | 1 | -1 | 0.9 | i | 2
CC(C)n1nnnc1SCC(=O)Nc1ccc2c(c1)OCO2 | 2 | -1 | -5 | -4 | i | 3 | 0 | -0.4 | i | -2
Cc1ccc(-n2c([S-])c(C(=O)Nc3ccc(OC(F)F)cc3)[n+]3ccc(C(=O)NCCO)cc23)cc1C | -20 | -7 | -4 | 1 | i | -1 | 14 | 2.6 | i | -1
CC(C)c1ccc(CN2CCSCC2)cc1 | 8 | 7 | -5 | -4 | i | -1 | -2 | -1.7 | i | 2
COc1ccccc1N(CC(=O)NC1CCCCC1)S(=O)(=O)c1cccs1 | -3 | 5 | -6 | -1 | i | 0 | -5 | 0.0 | i | 2
C=CCNC(=O)C1CC(=O)N(c2ccc(Br)cc2)C1 (configuration not stated) | -3 | 4 | -2 | 4 | i | 1 | -6 | 0.2 | i | 5
CC(=O)C(Sc1ccc2nnc(-c3cccnc3)n2n1)C(C)=O | 7 | 1 | -3 | -1 | i | 0 | -9 | -0.8 | i | -2
CCc1ccccc1OCC(=O)OCC(=O)N1CC(=O)Nc2ccccc21 | -1 | 4 | -6 | 1 | i | 0 | -4 | -1.0 | i | -1
N#Cc1ccccc1N=Cc1ccc(Br)cc1 | 3 | 1 | -7 | 2 | i | -4 | -5 | 0.0 | i | 1
Nc1nnc(-c2ccc(Cl)cc2)o1 | -3 | 3 | -5 | -3 | i | 2 | -2 | -2.2 | i | 0
O=C(NC1CCCCC1)c1ccc(Br)o1 | 1 | 2 | -2 | 0 | i | 0 | -1 | 0.4 | i | 1
COc1cc(N/N=C/c2ccc(N(C)C)cc2)ncn1 | -7 | -3 | -12 | 3 | + | 0 | 4 | 1.3 | i | 1
CCCCOc1c(Br)cc(CNCCCN2CCOCC2)cc1OC | 1 | -1 | -10 | -6 | i | -3 | 3 | -7.6 | i | 1
CCN(CC(=O)Nc1c(F)cccc1F)C(=O)c1cnccn1 | 3 | 0 | -5 | 0 | i | 2 | 0 | -1.3 | i | 2
CCCCNCCOCCOc1ccc(C)cc1[N+](=O)[O-] | -4 | 4 | -5 | -4 | i | -1 | -2 | -1.5 | i | 2
CCN1C(=O)[C@H]2[C@H]3CN=C(SCC(=O)c4ccccc4)N3[C@@](CC)(C(=O)OC)[C@H]2C1=O | 3 | 3 | -1 | 6 | i | 2 | -2 | 0.3 | i | -5
CCOc1ccc2oc(C(=O)N(CC)CC(=O)Nc3ccc(NC(C)=O)cc3)c(C)c2c1 | 9 | -6 | -2 | 0 | i | 0 | -1 | -0.1 | i | 0
COc1cc(NC(=S)NC(C)(C)C)c(OC)cc1Cl | 4 | -4 | -1 | -3 | i | 1 | 8 | -0.9 | i | 2
Cc1ccc(S(=O)(=O)NC(=O)c2cc(C)n(-c3ccccc3)c2C)cc1 | 2 | -1 | -8 | -2 | i | 1 | -3 | -0.2 | i | -2
N#Cc1ccc(C(=O)N2CCC3CC2c2cc(-c4ccc(F)cc4)ccc23)cc1 (configuration not stated) | 0 | 5 | -17 | -2 | i | 2 | 3 | 2.0 | i | -4
CN(C)/C=N/c1ncc(C(=O)OC(C)(C)C)s1 | 12 | -1 | -1 | -2 | i | 1 | -3 | -1.3 | i | -5
Remaining list, next part
SMILES | SUMO1-SIM PPI | DNMT1 block | Scp-1 inhibitor | NadD block | Neddylation inh | STEP block | CSN inh | LMPTP inh | Rpn11 block | Rin1-Abl PPI inh
COc1ccccc1C(=O)NCCC(=O)N1CCN(C(=O)c2ccco2)CC1 | -26 | 0 | -7 | 1 | i | -2 | 20 | -10 | i | -1
CCCn1c(SCC(=O)c2ccc3c(c2)OCCO3)nc2c1c(=O)n(C)c(=O)n2C | 4 | 2 | -5 | -3 | i | 1 | -4 | -0.2 | i | 0
COc1cc(CNC(C)c2ccccc2)cc(Br)c1OCc1ccc(F)cc1 (configuration not stated) | 5 | 1 | 8 | -4 | i | -1 | 3 | 0.4 | i | 2
O=C(CSc1nnc2ccccn12)NNC(=O)c1ccc(Cl)cc1 | 1 | -5 | -4 | -11 | i | -7 | -3 | -1.5 | i | 1
Cc1ccc(NC(=O)CC(NCC2CCCO2)C(=O)O)cc1C (configuration not stated) | -1 | 1 | -9 | 0 | i | 2 | -2 | 2.1 | i | 0
CC(C)(C)NC(=O)CSc1nnc(-c2ccccc2)c(-c2ccccc2)n1 | -20 | 1 | -10 | -6 | i | -2 | -1 | 1.0 | i | 1
CCOC(=O)N1CCN(c2nc(-c3ccco3)cc(C(F)(F)F)n2)CC1 | 1 | 7 | -7 | 2 | i | 1 | 9 | 0.7 | i | -1
O=C1NC[C@@H](Cc2cccc3ccccc23)N(CCCCC2CCCCC2)C1=O | 8 | 2 | -2 | 4 | i | 1 | 0 | 3.5 | i | 1
CN(C)S(=O)(=O)c1ccc(C(=O)Nc2ccccc2OC(F)(F)C(F)F)cc1 | -1 | -1 | -4 | 0 | i | -7 | 2 | 0.3 | i | 1
COc1ccc(Cc2nc3ccc(C(=O)N4CCOCC4)cc3o2)cc1 | -1 | 2 | 10 | 0 | i | -1 | -6 | -0.5 | i | 0
O=C(Nc1nnc(-c2ccc3c(c2)CCCC3)o1)C1COc2ccccc2O1 (configuration not stated) | 18 | 7 | -10 | 22 | i | 2 | -3 | 1.8 | i | -5
COc1ccc(NC(=O)CN(C)C(C)C(=O)NC(=O)NC2CCCCC2)cc1 (configuration not stated) | 2 | -2 | 0 | 0 | i | -1 | 0 | -4.3 | i | 1
CCC(C)NC(=O)Cn1cccc1C(=O)c1ccccc1 (configuration not stated) | 0 | 2 | 12 | -5 | i | 0 | 0 | -2.2 | i | 4
Cc1cccc2c3c([nH]c12)CCN(C)C3 | -2 | -1 | -4 | -1 | i | -1 | -5 | -0.7 | i | -1
COC(=O)Cc1[nH]n(-c2nc3ccccc3s2)c(=O)c1C(C)=Nc1ccc(Cl)cc1 | -1 | 2 | -9 | -6 | i | -2 | -4 | -1.4 | i | 1
CCCCNC(=S)N/N=C/C1=CCC2CC1C2(C)C (configuration not stated) | 0 | -4 | -2 | 3 | i | 1 | -4 | 1.9 | i | 4
Cc1ccc[n+](C(C)C(=O)c2ccc(-c3ccccc3)cc2)c1 (configuration not stated) | -1 | 1 | 3 | 2 | i | 0 | 6 | 2.2 | i | 0
COc1ccccc1Cc1c(C2CCCCC2)nc2ccc(Br)cn12 | 4 | 3 | . | -5 | i | -2 | -4 | 0.8 | i | 3
CCN(C(=O)CSc1nnc(-c2ccncc2)n1Cc1ccccc1)C1CCS(=O)(=O)C1 (configuration not stated) | -1 | 1 | -2 | 1 | i | -7 | 0 | 0.6 | i | 2

A draw from above in order of count of non-hydrogen atoms, descending:
SMILES | SUMO1-SIM PPI | DNMT1 block | Scp-1 inhibitor | NadD block | Neddylation inh | STEP block | CSN inh | LMPTP inh | Rpn11 block | Rin1-Abl PPI inh
COC(=O)Cc1[nH]n(-c2nc3ccccc3s2)c(=O)c1C(C)=Nc1ccc(Cl)cc1 | -1 | 2 | -9 | -6 | i | -2 | -4 | -1.4 | i | 1
COc1cc(CNC(C)c2ccccc2)cc(Br)c1OCc1ccc(F)cc1 (configuration not stated) | 5 | 1 | 8 | -4 | i | -1 | 3 | 0.4 | i | 2
CC(C)(C)NC(=O)CSc1nnc(-c2ccccc2)c(-c2ccccc2)n1 | -20 | 1 | -10 | -6 | i | -2 | -1 | 1.0 | i | 1
COc1ccc(Cc2nc3ccc(C(=O)N4CCOCC4)cc3o2)cc1 | -1 | 2 | 10 | 0 | i | -1 | -6 | -0.5 | i | 0
COc1ccccc1Cc1c(C2CCCCC2)nc2ccc(Br)cn12 | 4 | 3 | . | -5 | i | -2 | -4 | 0.8 | i | 3
O=C(CSc1nnc2ccccn12)NNC(=O)c1ccc(Cl)cc1 | 1 | -5 | -4 | -11 | i | -7 | -3 | -1.5 | i | 1
Cc1ccc(NC(=O)CC(NCC2CCCO2)C(=O)O)cc1C (configuration not stated) | -1 | 1 | -9 | 0 | i | 2 | -2 | 2.1 | i | 0
CCC(C)NC(=O)Cn1cccc1C(=O)c1ccccc1 (configuration not stated) | 0 | 2 | 12 | -5 | i | 0 | 0 | -2.2 | i | 4
CCCCNC(=S)N/N=C/C1=CCC2CC1C2(C)C (configuration not stated) | 0 | -4 | -2 | 3 | i | 1 | -4 | 1.9 | i | 4
